Screens as filed in PubChem BioAssay.
SUMO1 PPI mod: SUMO1-SIM interaction modulation | SUMO1 binding to a labelled peptide, TR-FRET, 1 h | inhibition, % at 20 µM | 360,000 tested, 0.33% active | AID 602429; in the data active means inhibition above about 37%
CendR NRP1 mod: modulators of CendR peptide binding to human neuropilin-1. 360,000 tested, 0.85% active. AID 602438. FAM-RPARPAR peptide binding to NRP-1, fluorescence polarization. O14786. inhibition, % at 25 µM;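 active means inhibition or corrected inhibition above about 18%, plus a signal ratio from 0.5 to 1.5, limit read from the data, passing the limit was not always enough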; further: strong numbers were not always called active
Neddyl block: blocks human cullin neddylation; calls only at 25 µM; 360,000 tested, 0.58% active; TR-FRET cullin neddylation, biochemical; P61081+Q13564; in the data active means inhibition above about 36%
STEP inh: STEP (human) phosphatase inhibition. P54829. recombinant STEP, OMFP fluorogenic substrate, fluorescence. inhibition, % at 20 µM. 360,000 tested, 0.25% active;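 active means inhibition at 20 µM, scaled per plate between control wells, above about 37%, limit read from the data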;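 further: 0% = DMSO with enzyme and substrate and 100% = substrate only without enzyme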
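Also added – OMFP at 25 µM · Test system – STEP tyrosine phosphatase · Technique – FITC-channel fluorescence of OMFP product · Schedule – 20 min at room temperature, dark · Evaluation – control-normalized % inhibition with plate pattern correction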
SKN-1 inh: inhibitors of C. elegans SKN-1. inhibition, % at 21.8 µM. C. elegans VP596 Pgst-4::GFP/RFP ratio, acrylamide-induced, 24 h. 360,000 tested, 0.49% active;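 active means interference check ratio from 0.5 to 1.5 plus GFP to RFP signal ratio inhibition reaching or exceeding a fixed threshold, cut at about 30% in these data, passing the limit was not always enough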; further: some compounds called inactive have numbers as strong as hits
LMPTP inh: LMPTP (human) inhibition; P24666; recombinant LMPTP-A, OMFP fluorogenic substrate, fluorescence intensity; inhibition, % at 20 µM; 360,000 tested, 0.22% active;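 active means compounds that cut the enzyme signal by at least half of the control window in the single-dose screen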;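 further: plate controls were DMSO wells with enzyme plus substrate for no effect and substrate without enzyme for full effect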
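material = LMPTP-A | quantity = 0.625 nM enzyme | reagent = OMFP substrate, 400 µM final | buffer or medium = Bis-Tris pH 6.0, DTT, detergent | detection = endpoint fluorescence intensity from OMFP dephosphorylation | dosing = single 20 µM dose | read-out basis = % inhibition relative to no-enzyme and uninhibited control wells | control set = no-enzyme and uninhibited controls | timing = 50 min at room temperature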
TbMetRS inhib: blocks T. brucei methionyl-tRNA synthetase activity; purified T. brucei MetRS, ATP depletion, Kinase-Glo luminescence; inhibition, % at 11.9 µM; 360,000 tested, 0.4% active;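 active means inhibition above a per-plate cutoff of the control wells' mean inhibition plus 3 SD, cut at about 5.5% in these data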;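 further: 0% = DMSO wells median and 100% = median of wells with control inhibitor compound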
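Material: parasite MetRS enzyme / Replication: singlicate, one well per compound / Signal: luminescence of leftover ATP / Schedule: 2 h aminoacylation at 25 °C after 15 min preincubation / Medium: HEPES-MgCl2-KCl buffer plus DTT, spermine, BSA, pyrophosphatase / Doses: 11.9 µM single point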
DNMT1 block: DNMT1 (human) enzyme inhibition; P26358; DNMT1 molecular beacon, Hinp1I cleavage, fluorescence; inhibition (reported as % activation of signal), % at 10 µM; 360,000 tested, 0.83% active; in the data active means inhibition above about 50%
Target sequence (P26358 504-1616 limits assumed): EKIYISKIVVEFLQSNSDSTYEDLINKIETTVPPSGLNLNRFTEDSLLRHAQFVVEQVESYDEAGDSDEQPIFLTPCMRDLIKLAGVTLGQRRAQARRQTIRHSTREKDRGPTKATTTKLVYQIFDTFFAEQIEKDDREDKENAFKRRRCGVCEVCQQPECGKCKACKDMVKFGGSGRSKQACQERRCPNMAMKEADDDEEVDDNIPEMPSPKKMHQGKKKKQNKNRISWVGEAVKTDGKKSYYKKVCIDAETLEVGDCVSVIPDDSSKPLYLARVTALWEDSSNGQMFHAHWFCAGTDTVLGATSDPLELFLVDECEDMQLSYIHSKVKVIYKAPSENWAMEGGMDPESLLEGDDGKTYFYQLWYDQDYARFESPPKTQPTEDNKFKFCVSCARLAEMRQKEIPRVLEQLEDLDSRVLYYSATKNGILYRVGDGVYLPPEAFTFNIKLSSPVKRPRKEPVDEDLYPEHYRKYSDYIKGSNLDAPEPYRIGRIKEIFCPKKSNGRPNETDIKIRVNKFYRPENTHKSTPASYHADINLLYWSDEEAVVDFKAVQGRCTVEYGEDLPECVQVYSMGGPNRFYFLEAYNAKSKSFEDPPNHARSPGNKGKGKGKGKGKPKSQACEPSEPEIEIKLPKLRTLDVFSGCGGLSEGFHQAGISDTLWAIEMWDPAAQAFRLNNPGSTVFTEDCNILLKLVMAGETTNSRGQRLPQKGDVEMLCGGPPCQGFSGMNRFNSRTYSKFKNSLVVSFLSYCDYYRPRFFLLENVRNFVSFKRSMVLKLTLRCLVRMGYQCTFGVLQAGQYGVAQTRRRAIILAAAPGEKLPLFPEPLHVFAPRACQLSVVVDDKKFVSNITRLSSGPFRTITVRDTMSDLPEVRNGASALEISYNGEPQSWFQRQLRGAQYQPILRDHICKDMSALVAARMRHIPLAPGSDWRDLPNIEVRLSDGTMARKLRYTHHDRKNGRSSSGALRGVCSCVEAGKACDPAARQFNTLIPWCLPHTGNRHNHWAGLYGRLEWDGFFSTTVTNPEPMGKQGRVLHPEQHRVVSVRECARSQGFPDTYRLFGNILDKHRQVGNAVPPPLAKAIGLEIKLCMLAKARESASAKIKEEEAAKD
Scp1 inh: Scp-1 (human) phosphatase inhibition; Recombinant Scp1, phosphopeptide, malachite green phosphate absorbance; inhibition, % at 20 µM; 340,000 tested, 0.88% active; Q9GZU7; AID 493091;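 active means inhibition above about 50% at 20 µM, limit read from the data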;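 further: plate controls were DMSO wells with enzyme for no effect and wells lacking enzyme for full effect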
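assay system = SCP-1 phosphatase catalytic domain, residues 76-261 | buffer or medium = 50 mM Tris acetate pH 5.5, 0.005% Tween-20, 10 mM MgCl2 | incubation = enzyme reaction 45 min at room temperature, colour 5 min, stabilisation 30 min | signal = Phosphate-binding colour reagent, absorbance read at 630 nm | measure = % inhibition at 20 µM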
NadD inh: NadD (S. aureus) enzyme inhibition. purified NadD enzyme, colorimetric absorbance read-out. inhibition, % at 20 µM. 360,000 tested, 0.78% active; in the data active means inhibition above about 26%; further: some compounds past the cut are filed as inactive
* hit, by the source's call; i = inactive; nt = not tested or not shown.

Each structure is followed by: Scp1 inh	DNMT1 block	Neddyl block	SKN-1 inh	LMPTP inh	TbMetRS inhib	NadD inh	SUMO1 PPI mod	STEP inh	CendR NRP1 mod
- CC1=C(C(=O)N2CCOCC2)CC(CC(=O)NC2CC2)C(=O)N1Cc1ccc(C(C)(C)C)cc1 (stereo unspecified)
→ nt	4	i	-9	-1.6	-1.3	4	1	3	-17
- COc1ccc(-c2noc3c2-c2nc(C4CCCCC4)sc2CC3)cc1
→ -7	-4	i	-2	3.3	-0.2	1	6	2	7
- CN(CCc1ccccc1)C(=O)c1cc(COc2ccc(F)cc2Cl)on1
→ -7	2	i	19	2.8	0.1	-7	0	2	-1
- Cc1ccc(C(=O)COC(=O)CCC(=O)Nc2cc(Cl)ccc2Cl)cc1[N+](=O)[O-]
→ -11	1	i	-1	2.5	-1.7	-3	-10	2	-3
- CCN(C[C@H]1N[C@@](C)(C(=O)OC)[C@H]2C(=O)N(C)C(=O)[C@@H]12)C(=O)c1ccc(C)cc1
→ -8	13	i	-8	-1.3	-1.3	2	3	-1	-6
- Cc1ccc(CN2CCC(Oc3ccc(C(=O)NCc4ccccn4)cc3)CC2)o1
→ -11	0	i	5	2.4	0.0	-1	-3	2	-4
- COc1cc(OC)c(C2=NOC(C(=O)Nc3c(C)n(C)n(-c4ccccc4)c3=O)C2)cc1Cl (stereo unspecified)
→ 2	1	i	8	-0.8	-0.7	1	12	7	-4
- Cc1c(NC(=O)CSc2nnc(COc3ccccc3)n2-c2ccccc2)c(=O)n(-c2ccccc2)n1C
→ 3	2	i	-12	-1.0	0.6	6	2	0	4
- CN(C)c1cc2c3ccccc3n(C)c2cc1N
→ 3	-10	nt	14	0.5	-0.3	1	4	0	-12
- Cc1nc2c3ccccc3nc(SCC(=O)N3CC(C)CC(C)C3)n2n1 (stereo unspecified)
→ 28	0	i	-11	-0.8	-0.4	9	4	19	-2
- COc1cc(NC(=O)C2CCCCC2)c(OC)cc1NC(=O)CN1CCCCC1
→ 9	-1	i	0	-0.5	0.9	1	0	2	-12
- Cc1ccc(OCc2nnc(SCC(=O)Nc3ccc4c(c3)OCCO4)n2Cc2ccco2)cc1
→ -2	-7	i	-6	0.9	-0.7	-6	-2	-1	1
- CCSc1nc2c(cnn2-c2ccccc2)c(=O)n1N
→ -16	-4	i	0	0.1	0.2	3	-2	-1	-3
- COc1ccc(Cn2nnnc2C(c2cc3ccc(OC)cc3[nH]c2=O)N2CCC(C)CC2)cc1 (stereo unspecified)
→ -6	-9	i	21	-0.3	-0.3	5	-20	-4	-36
- Cn1cc(CN2CCC(n3nccc3NC(=O)CCc3ccccc3)CC2)cn1
→ -15	4	i	3	0.3	-0.6	1	37	1	6

Among those listed so far, these contain an aryl thioether with sulfur outside any ring:
Each structure is followed by: Scp1 inh	DNMT1 block	Neddyl block	SKN-1 inh	LMPTP inh	TbMetRS inhib	NadD inh	SUMO1 PPI mod	STEP inh	CendR NRP1 mod
- Cc1c(NC(=O)CSc2nnc(COc3ccccc3)n2-c2ccccc2)c(=O)n(-c2ccccc2)n1C
→ 3	2	i	-12	-1.0	0.6	6	2	0	4
- Cc1nc2c3ccccc3nc(SCC(=O)N3CC(C)CC(C)C3)n2n1 (stereo unspecified)
→ 28	0	i	-11	-0.8	-0.4	9	4	19	-2
- Cc1ccc(OCc2nnc(SCC(=O)Nc3ccc4c(c3)OCCO4)n2Cc2ccco2)cc1
→ -2	-7	i	-6	0.9	-0.7	-6	-2	-1	1
- CCSc1nc2c(cnn2-c2ccccc2)c(=O)n1N
→ -16	-4	i	0	0.1	0.2	3	-2	-1	-3

Next section
Each structure is followed by: Scp1 inh	DNMT1 block	Neddyl block	SKN-1 inh	LMPTP inh	TbMetRS inhib	NadD inh	SUMO1 PPI mod	STEP inh	CendR NRP1 mod
- COCCNC(=O)c1ccc(C2SCC(=O)N2CCc2ccccc2)cc1 (stereo unspecified)
→ -5	1	i	4	-0.6	-0.2	4	3	-2	2
- CCn1c2ccccc2c2cc(NS(=O)(=O)c3ccc(C)cc3)ccc21
→ -6	-10	i	16	-0.4	-0.1	15	-1	3	4
- Cc1ccc2nc3c(cc2c1)c(NC(=O)C1CCCO1)nn3CC(C)C (stereo unspecified)
→ -1	1	nt	4	1.2	0.5	1	-15	2	7
- CN(CC(=O)Nc1cccc(F)c1)C(=O)Cn1c(=O)cnc2ccccc21
→ -4	0	i	11	-0.6	-0.2	1	4	-2	9
- COc1ccc(CC(=O)NCc2n[nH]c(=S)n2-c2cccc(Cl)c2)cc1
→ 2	4	i	4	-0.7	-0.4	3	6	2	-2
- Cc1ccc(CCN2CC(C(=O)NCCCN3CCCCC3)CC2=O)cc1 (stereo unspecified)
→ -1	6	i	9	-5.2	-0.5	-5	-7	-2	1
- COc1ccc(-c2ccc(SCC(=O)Nc3nnc(C)s3)nn2)cc1
→ -11	1	i	-8	0.3	0.1	5	0	3	-5
- Cc1cc(C(C)(C)C)ccc1OCCN1CCCC1
→ -5	10	i	-22	-9.5	-1.7	-5	0	-2	0
- Cc1ccccc1Oc1nc2ccccc2n2cnnc12
→ 8	2	i	-2	-0.5	-0.3	-8	-1	-2	9
- O=C(Nc1ccc(CN2CCOCC2)cc1)c1ccc(-c2cccc(Cl)c2)o1
→ -21	-8	i	16	0.3	0.0	-7	-9	1	-8
- CCCCCC(=O)NCC(C)NC(=O)CCCCC (stereo unspecified)
→ -4	14	i	0	-0.7	-0.3	-7	4	4	-4
- COc1ccc(-c2nc3ccccc3o2)cc1NC(=O)CSc1ccc(Cl)cc1
→ -8	12	i	5	-0.9	0.8	-4	0	0	-3
- O=C(Nc1ccc(N2CCCC2)cc1)c1cccc(Cl)c1Cl
→ -6	2	i	1	3.7	-0.2	-1	0	0	-51
- COc1ccc(S(=O)(=O)N2CCC(C(=O)N3CCN(C)CC3)CC2)cc1Cl
→ 2	3	i	-1	0.6	-1.1	-4	4	-2	-8
- CCCCn1c(N)c(N(Cc2ccccc2OC)C(=O)C(C)Oc2cccc(Cl)c2)c(=O)[nH]c1=O (stereo unspecified)
→ nt	7	i	5	-0.9	-0.2	-1	-1	10	-11
- Cc1c(NC(=O)Nc2ccc3c(c2)OCO3)cccc1[N+](=O)[O-]
→ 0	-1	i	-6	0.1	-0.6	-6	-1	0	-5
- Cc1cc(Br)ccc1NC(=O)C1C2CCC(O2)C1C(=O)O (stereo unspecified)
→ -5	0	i	15	-2.3	-0.8	2	0	2	18
- O=C(c1cccs1)N1CCCC1
→ -2	0	i	-1	0.1	-0.1	10	-1	-4	10
- CC1(C)Cc2c(sc3c2c(=N)n(Cc2ccco2)c(=O)n3CC(=O)Nc2ccc(Cl)cc2)CO1
→ 14	-12	i	11	3.3	0.7	19	5	3	-12
- O=C1[C@H]2[C@H](ON3CCCC[C@H]23)C(=O)N1c1cccc(C(F)(F)F)c1
→ -9	-2	i	-2	0.7	0.3	0	-3	0	-6
- CC(C)(C)C(=O)Nc1c(Br)c(C2CC2)nn1-c1ccccc1
→ -7	4	i	7	-1.7	-0.8	-1	3	-2	4
- CN(c1ccccc1C(=O)O)S(C)(=O)=O
→ -2	-5	i	-13	-0.7	0.4	6	2	-3	-10
- Cc1cc(C)n(-c2ccc(F)cc2CN2CCN(C3CCCC3)C(CCO)C2)n1 (stereo unspecified)
→ -3	5	i	11	-0.3	-0.3	3	2	2	-4
- O=C(Nc1cc(SCC(O)CO)cc([N+](=O)[O-])c1)c1ccc(-n2cnnn2)cc1 (stereo unspecified)
→ 3	-4	i	11	5.0	-0.3	-1	16	-2	-5
- CC1CCCN(C(=O)CN2C(=O)c3ccccc3S2(=O)=O)C1 (stereo unspecified)
→ -6	-1	i	-7	-0.7	-0.2	-4	1	-3	12
- CC12CCC3c4ccc(O)cc4CCC3C1CC(=NO)C2O (stereo unspecified)
→ 1	1	i	6	0.6	-0.5	2	-7	-2	-6
- Cc1cccc(NC(=O)CSc2nc3c(c(=O)[nH]2)CCC3)c1C
→ -1	12	i	-1	-1.1	-1.1	-3	0	2	1
- O=[N+]([O-])c1ccc(CSc2nnc(-c3cnccn3)o2)cc1
→ -8	2	i	1	-1.9	-0.5	1	-19	3	6
- O=C(Nc1cccc(F)c1)c1ccc(Cn2cc([N+](=O)[O-])cn2)o1
→ -2	2	i	6	-1.2	0.8	1	-4	-4	-6
- Cc1ccc(C(=O)C2=C(O)C(=O)N(CCCN(C)C)C23C(=O)N(C)c2ccccc23)o1 (stereo unspecified)
→ 7	-6	i	-1	-2.8	-0.2	3	-2	-1	6
- Cc1ccc(NC(=S)N/N=C/c2cccn2Cc2ccccc2F)cc1
→ 1	-4	i	-2	1.2	0.0	2	3	-3	3
- O=C(/C=C/c1c(F)cccc1Cl)Nc1nn[nH]n1
→ -8	3	i	-9	-0.5	0.0	4	0	-4	-6
- O=c1cc(N2CCC(Cc3ccccc3)CC2)[nH]c(=O)n1C1CCCCC1
→ -13	-3	i	-8	-0.3	-0.3	2	2	1	15
- O=S(=O)(CCSc1ccccn1)c1nc2ccccc2s1
→ -2	21	i	7	-0.9	-0.6	-3	0	-1	-4
- CC(C)[C@H](CN1CCC[C@H]1CN1C(N)=NC[C@@H]1Cc1ccccc1)N1C[C@@H](Cc2ccccc2)N(CCc2ccc(Cl)c(Cl)c2)C1=N
→ 17	-14	i	-6	37	0.0	15	-101	5	-2
- CCOc1cc(N2CCOCC2)c(OCC)cc1NC(=O)CSc1nccc(C)n1
→ -2	1	i	3	-0.7	-0.3	-2	9	1	5
- CCOCCCNC(=O)C1CCCCN1S(=O)(=O)c1ccc(F)cc1 (stereo unspecified)
→ -2	1	i	1	-1.8	-1.0	7	1	1	-2
- COc1ccc2c(CC(=O)OCC(=O)c3ccccc3OC)coc2c1
→ -14	-10	i	0	3.0	-1.4	-5	-1	4	-4
- Cc1ccc(C)c(CN2CCN(c3ncccn3)CC2)c1
→ -2	5	i	-5	-2.5	-2.5	-7	-2	-2	-1
- Cc1c(C(=O)/C=C/N(C)C)nnn1-c1ccc(Cl)c(Cl)c1
→ -5	1	i	2	0.0	-0.1	3	-4	2	0
- CNCCOCC(O)CSc1ccccc1 (stereo unspecified)
→ -7	0	i	1	-0.4	-0.2	8	-1	4	6
- CCOC(=O)COc1nc(-c2ccco2)cc(-c2ccco2)c1C#N
→ 7	-4	nt	-11	2.8	-0.7	7	-4	3	-32
- CCSCCOC(=O)C1=C(C)NC(=O)NC1c1cc(OC)ccc1OC (stereo unspecified)
→ -5	2	i	3	-0.5	-0.1	0	1	-1	0
- Cc1onc(-c2ccccc2Cl)c1C(=O)OCC(=O)c1ccc2c(c1)OCCO2
→ -13	-7	i	-8	1.9	-0.5	-7	-1	0	9
